OPRM1-OPRD1 inv = inverse agonists of human mu-delta opioid receptor heterodimerization | 340,000 compounds, 0.21% hits | inhibition, % at 9.3 µM | P35372+P41143 | cell-based MOR-DOR heterodimer luminescence, inverse agonism; in the data active = inhibition above about 22%, passing the limit was not always enough;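 note: 0% = cells with DMSO and 100% = wells without cells with DMSO; values of inactives mirror those of a sister screen read the other way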
MOR-DOR ag = agonists of human mu-delta opioid receptor heterodimerization; 340,000 compounds, 0.3% hits; AID 504326; activation, % at 9.3 µM; P35372+P41143; cells, OPRM1-OPRD1 heterodimerization, luminescence; in the data active = activation above about 18%;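 note: 0% = vehicle-treated cells and 100% = reference agonist; values of inactives mirror those of a sister screen read the other way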
HTR5A inv ctr = counter-screen for OPRM1-OPRD1 inverse agonists: human HTR5A inverse agonism; HTR5A cell line, luminescence; 340,000 compounds, 0.083% hits; P47898; AID 504634; inhibition, % at 9.3 µM; in the data active = inhibition mostly above about 23%, no sharp cut-off; inactive = mostly below about 18%;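 note: 0% = cells with DMSO and 100% = no-cell wells with DMSO; some compounds called inactive have numbers as strong as hits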
Target sequence (P47898 whole entry, looked up): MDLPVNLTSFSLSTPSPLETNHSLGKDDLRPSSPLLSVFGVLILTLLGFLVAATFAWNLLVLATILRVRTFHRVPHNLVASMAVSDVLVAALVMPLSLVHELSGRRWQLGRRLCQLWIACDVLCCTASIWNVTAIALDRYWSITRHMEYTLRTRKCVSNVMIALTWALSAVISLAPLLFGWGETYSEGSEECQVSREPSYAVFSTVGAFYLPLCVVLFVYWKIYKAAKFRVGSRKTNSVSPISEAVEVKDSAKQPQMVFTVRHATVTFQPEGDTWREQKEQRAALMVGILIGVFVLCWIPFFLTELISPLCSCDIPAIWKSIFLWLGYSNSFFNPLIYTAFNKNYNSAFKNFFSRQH
Mot1-301 SUMO = SUMOylation pathway inhibition by Mot1-301 growth rescue | S. cerevisiae Mot1-301 growth rescue, ATP luminescence, 38.5C; percent above DMSO median, 100 means doubled | growth rescue, % at 18.8 µM | 320,000 compounds, 1% hits;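 active = every valid replicate shows activation above 250% relative to neutral control wells; inactive = the rest, any valid replicate at or below 250%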;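 note: OY570 slx delta 5 strain wells were the positive control but not used for scaling; some compounds called inactive have numbers as strong as hits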
Pemphigus Ab inh = human desmoglein-3 autoantibody binding inhibition. P32926. DSG3-coupled beads, scFv-anti-DSG3-GFP binding, flow cytometry; active compounds read low. binding (percent of control), % at 10 µM. 310,000 compounds, 0.48% hits. AID 588358;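 active = binding more than 3 SD below its plate's average and above zero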;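 note: hits lower antibody fragment binding to DSG3; some compounds called inactive have numbers as strong as hits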
PfHsp90 yeast 2 = inhibits growth of yeast expressing Plasmodium falciparum Hsp90 | S. cerevisiae expressing PfHsp90, BacTiter-Glo ATP, 48 h; yeast lacking PDR1 and PDR3 efflux regulators | inhibition, % at 9.4 µM | 310,000 compounds, 0.32% hits;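 active = every replicate shows inhibition above about 80%, whatever the replicate mean, limit read from the data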;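 note: 0% = DMSO neutral controls and 100% = 20 µM radicicol positive controls; yeast relying on Plasmodium falciparum Hsp90 in place of its own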
HTR5A ag = activates human HTR5A in OPRM1-OPRD1 agonist counter-screen. P47898. HTR5A agonist assay, luminescence, cell-based. activation, % at 9.3 µM. 340,000 compounds, 0.61% hits; in the data active = activation mostly above about 9.5%, no sharp cut-off; inactive = mostly below about 7.6%;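 note: 0% = cells with vehicle only and 100% = reference agonist; strong numbers were not always called active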
phage Ecoli inh = E. coli growth loss with phage present. growth absorbance. inhibition, % at 11.9 µM. 360,000 compounds, 0.26% hits. AID 651602; in the data active = inhibition above about 11%
PKA-R1A act = activators of PKA-R1A complex | PKA-R1A dissociation, Cy5-IP20 fluorescence polarization; scaled: DMSO 0%, 113 µM cGMP 100% | 340,000 compounds, 0.083% hits | activation, % at 11.4 µM | P00514+P68181;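 active = percent activation above the mean of all tested compounds plus 3 SD, cut at about 19% in these data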;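 note: higher means more PKAc released from R1A so a rise in polarization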
E coli growth = bacterial growth inhibition, counter-screen for AddAB inhibitors; E. coli V3065 growth, OD600 absorbance, 18 h; inhibition, % at 11.9 µM; 330,000 compounds, 0.27% hits; AID 449728;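 active = inhibition above the campaign's mean inhibition across all tested compounds plus 3 SD, cut at about 9.9% in these data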;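 note: uninfected addAB+ strain grown without phage in ampicillin broth; 0% = DMSO wells and 100% = ciprofloxacin 0.95 µg/ml wells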
AddAB inh = less growth of phage-infected E. coli with AddAB. E. coli expressing H. pylori AddAB, absorbance growth. inhibition, % at 11.9 µM. 330,000 compounds, 0.29% hits. AID 435030; in the data active = inhibition above about 12%;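 note: 0% = vehicle wells of infected cells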
Starred values were filed as active, the others as inactive; i = inactive; nt = no result given.

SMILES	OPRM1-OPRD1 inv	MOR-DOR ag	HTR5A inv ctr	Mot1-301 SUMO	Pemphigus Ab inh	PfHsp90 yeast 2	HTR5A ag	phage Ecoli inh	PKA-R1A act	E coli growth	AddAB inh
COc1cc(C(=O)NC(=S)N(CCc2ccccc2)CCc2ccccc2)cc(OC)c1OC	13	-2.2	18	-6	104	-28	-5	5.5	-11	6.0	7.1
CCCCC(=O)Nc1c2c(nn1-c1ccc([N+](=O)[O-])cc1)CS(=O)(=O)C2	-3	0.6	-19	-15	88	-2	5	1.7	-3	-0.7	1.6
O=C(O)CC(NNC(=O)c1ccccc1)C(=O)Nc1ccc([N+](=O)[O-])cc1 (stereo unspecified)	-4	0.7	23	102	95	0	3	1.5	-3	-1.2	1.5
CCCCN1CC(=O)N2[C@H]3c4ccccc4OC[C@@H]3[C@H](C(=O)OCC)[C@]2(C)C1=O	13	-2.1	10	-13	106	-11	3	3.4	-6	0.8	1.6
Cn1c(=O)c2c(nc(SCC(=O)NC3CCCC3)n2C)n(C)c1=O	-9	1.2	1	56	96	-11	0	2.0	3	-1.5	-1.6
COc1ccc([C@H]2CC(=O)C=C(c3cccc4c3sc3ccccc34)C2)cc1OC	11	-1.9	-14	9	nt	2	5	1.4	1	-3.2	-0.3
Cc1cccc(C2c3[nH]c4ccccc4c3CCN2C(=O)c2cc(CC(C)C)[nH]c(=O)n2)n1 (stereo unspecified)	10	-2.0	-4	-16	97	-3	1	4.9	-8	0.0	4.6
COCCNC(=O)C1(C)C=CC2(CCCCC2)N1C(=O)c1ccccc1 (stereo unspecified)	10	-1.9	15	97	97	-8	3	1.4	5	1.0	3.8
Cc1cc(OCC(=O)C(C)(C)C)c2c(C)c(C)c(=O)oc2c1	-27	5.1	-35	-11	115	3	10	1.6	-9	-0.2	1.9
O=C(NC1CCN(Cc2ccccc2)CC1)c1cccc(S(=O)(=O)Nc2cc(C(F)(F)F)ccc2Cl)c1	7	-1.6	-18	-5	99	1	5	0.0	7	-0.5	2.3
CC(O)c1nc2ccccc2n1CC(=O)Nc1ccc(F)cc1Cl (stereo unspecified)	nt	nt	nt	i	97	-6	nt	4.1	5	0.3	2.9
CCOC(=O)C1C(C)=C(Nc2ccc(OC)cc2)C(=O)N1c1ccc(OC)cc1 (stereo unspecified)	6	-1.2	3	-2	104	7	3	1.2	1	1.7	3.7

Compounds from the list above containing a Cl atom, in the order listed:
SMILES	OPRM1-OPRD1 inv	MOR-DOR ag	HTR5A inv ctr	Mot1-301 SUMO	Pemphigus Ab inh	PfHsp90 yeast 2	HTR5A ag	phage Ecoli inh	PKA-R1A act	E coli growth	AddAB inh
O=C(NC1CCN(Cc2ccccc2)CC1)c1cccc(S(=O)(=O)Nc2cc(C(F)(F)F)ccc2Cl)c1	7	-1.6	-18	-5	99	1	5	0.0	7	-0.5	2.3
CC(O)c1nc2ccccc2n1CC(=O)Nc1ccc(F)cc1Cl (stereo unspecified)	nt	nt	nt	i	97	-6	nt	4.1	5	0.3	2.9

In another format: results already given.
| smiles | OPRM1-OPRD1 inv | MOR-DOR ag | HTR5A inv ctr | Mot1-301 SUMO | Pemphigus Ab inh | PfHsp90 yeast 2 | HTR5A ag | phage Ecoli inh | PKA-R1A act | E coli growth | AddAB inh |
| --- | --- | --- | --- | --- | --- | --- | --- | --- | --- | --- | --- |
| CC(O)c1nc2ccccc2n1CC(=O)Nc1ccc(F)cc1Cl (stereo unspecified) | nt | nt | nt | i | 97 | -6 | nt | 4.1 | 5 | 0.3 | 2.9 |
| CCCCC(=O)Nc1c2c(nn1-c1ccc([N+](=O)[O-])cc1)CS(=O)(=O)C2 | -3 | 0.6 | -19 | -15 | 88 | -2 | 5 | 1.7 | -3 | -0.7 | 1.6 |
| Cn1c(=O)c2c(nc(SCC(=O)NC3CCCC3)n2C)n(C)c1=O | -9 | 1.2 | 1 | 56 | 96 | -11 | 0 | 2.0 | 3 | -1.5 | -1.6 |
| COc1cc(C(=O)NC(=S)N(CCc2ccccc2)CCc2ccccc2)cc(OC)c1OC | 13 | -2.2 | 18 | -6 | 104 | -28 | -5 | 5.5 | -11 | 6.0 | 7.1 |

Additional entries.
SMILES	OPRM1-OPRD1 inv	MOR-DOR ag	HTR5A inv ctr	Mot1-301 SUMO	Pemphigus Ab inh	PfHsp90 yeast 2	HTR5A ag	phage Ecoli inh	PKA-R1A act	E coli growth	AddAB inh
C/C(CC(=O)Nc1ccc2c(c1)OCCO2)=N\NC(=O)c1ccccc1Cl	1	-0.2	-6	-24	104	6	3	3.8	0	-0.3	2.2
COc1cc(C(=O)NNC(=O)C2CCCC2)cc(OC)c1OC	16	-2.5	-19	-22	96	-49	7	0.9	4	0.4	1.0
CCOc1ccc(-c2[nH]ncc2Oc2ccccc2OC)c(O)c1	-24	4.3	-2	-4	76	-3	1	3.7	-15	1.9	1.8
O=C(c1ccc(Br)o1)N(c1ccc(Br)cc1)C1C=CS(=O)(=O)C1 (stereo unspecified)	-11	1.9	-31	-15	108	-1	5	0.8	-4	-1.6	-0.1
Cc1cc(C)n(-c2nc(N(C)C)nc(N3CCOCC3)n2)n1	9	-1.9	3	-9	nt	-26	-1	0.2	2	0.2	1.9
COc1ccc(S(=O)(=O)Nc2ccc(F)cc2)cc1N(C)S(=O)(=O)c1ccc(Cl)cc1	-45	8.0	-4	4	104	-7	2	0.8	-7	-2.5	-1.1
Cc1nn(C(C)C(=O)NCCN2CCCC2)c(=O)c2c1sc1ccccc12 (stereo unspecified)	6	-1.1	-3	-10	91	-4	5	-1.3	9	-2.1	2.7
O=C(NNc1nc2c(F)cccc2s1)c1ccccc1	-11	2.2	-2	2	118	-72	1	2.7	-1	-2.0	-3.0
CN(C)S(=O)(=O)c1cccc(NC(=O)c2ccc(Sc3nncn3C)c([N+](=O)[O-])c2)c1	-2	0.4	2	-17	92	-4	5	2.9	-6	1.7	0.1
CNC(=O)c1c(NC(=O)c2ccco2)sc2c1CCC2	16	-3.2	3	-18	111	0	-1	0.6	7	0.3	2.7
Cn1c(N2CCN(c3ccccn3)CC2)nc2c1c(=O)n(Cc1ccc(Cl)cc1)c(=O)n2C	8	-1.8	4	9	107	11	1	-0.7	9	-0.2	4.2
C/C(=N\Nc1ccc(Cl)cc1)c1ccccn1	17	-3.3	-10	64	101	4	3	4.5	-11	1.9	0.6
Cc1cccc(NC(=S)N2CCN(c3ccccc3)CC2)c1	nt	nt	nt	80	nt	-7	nt	5.0	nt	0.7	-0.3
CC(=O)N1CCN(C(=O)Nc2cccc(C(F)(F)F)c2)CC1	8	-2.0	-1	-9	nt	-9	3	0.6	3	-1.9	2.6
CCO[C@H]1OC(C(=O)O)=C[C@@H](C(C)(C)C)[C@@H]1CCCO	-2	0.3	4	15	98	-12	-1	2.3	12	1.9	2.2
S=C(NCc1ccccc1)Nc1ccc2cn[nH]c2c1	11	-1.9	2	-9	101	-14	-1	3.6	-10	1.8	-0.9
Cc1nc2sccn2c1-c1nc(-c2cc3ccccc3o2)cs1	8	-1.7	-1	16	106	3	0	0.7	-1	0.5	1.8
N#Cc1cccc(C#N)c1Oc1ccc(N)cc1	13	-2.5	2	-6	100	-12	0	4.0	7	-2.8	-1.9
COc1ccc(C23CC4CC(CC(C(=O)O)(C4)C2)C3)c(F)c1	14	-2.5	-14	-22	96	-14	4	-1.4	-5	0.0	-2.1
O=C(Nc1ccccc1F)C1(c2ccccc2)CC1(Cl)Cl (stereo unspecified)	5	-0.9	-15	11	101	-5	3	0.6	-6	0.7	3.4
COc1ccc(C(=O)C2CCCN(S(=O)(=O)c3cccc(C)c3)C2)c(C)c1 (stereo unspecified)	0	0.0	-1	-4	109	15	0	3.9	-2	2.4	0.2
Fc1ccc(/C=C2\CCCC3=C2Nc2ncnn2C3c2ccc(F)cc2)cc1 (stereo unspecified)	-31	5.7	-59	6	98	nt	10*	3.1	3	-2.5	-0.4
CCN1CCN(CCCNC(=O)C2c3ccccc3C(=O)N(c3ccc(OC)cc3)C2c2ccc(OC)cc2)CC1 (stereo unspecified)	9	-1.9	-11	-3	94	7	4	0.3	1	-0.9	3.8
Cn1c(SCC(=O)NC2CC2)nnc1C(F)(F)F	7	-1.2	-11	0	103	21	4	0.5	-6	0.7	-0.1
COc1cc2c3nc4n(c(=O)c3n(CC(=O)N3CCCC3)c2cc1OC)CCS4	4	-0.7	-26	nt	105	7	10	1.7	3	nt	nt
N#Cc1cc[n+](CC(=O)c2ccc(NC(=O)c3ccccc3)cc2)cc1	2	-0.4	12	-18	84	2	2	-1.8	-10	-0.3	2.6
Nc1c(N(Cc2ccccc2)C(=O)COc2cccc(Cl)c2)c(=O)[nH]c(=O)n1Cc1ccccc1	-134	21*	0	-15	102	nt	2	1.6	-7	2.4	0.0
CCNc1ccc(C(=O)OCC(=O)NCc2ccc(C)cc2)cc1[N+](=O)[O-]	-3	0.7	-3	6	97	-4	1	2.8	-14	0.3	4.7
C/C(=N\NC(=O)c1nnn(-c2nonc2N)c1-c1cccs1)c1cccnc1	9	-1.8	10	-9	113	14	-3	-1.1	-3	-0.1	2.9
O=C(c1ccc(CS(=O)c2ccccc2Cl)o1)N1CCOCC1 (stereo unspecified)	17	-3.2	0	-8	nt	2	0	0.5	0	-0.7	3.7
CC(C)[C@H](NC(=O)c1ccco1)C(=O)N(C)Cc1ccc(C(F)(F)F)cc1	4	-0.5	6	-12	nt	-17	-2	0.6	-9	2.1	3.2
Cc1cccc2cc(C#N)c(N3CCN(C)CC3)nc12	10	-1.7	17	-2	nt	nt	-7	6.0	-7	-0.8	-1.0
CSc1ccccc1C(=O)N1CCCCC1	0	0.1	-19	0	105	-18	8	2.6	1	-0.8	2.2
Cc1cc(C)c(C(=O)COC(=O)CN2C(=O)NC3(CCCC3)C2=O)cc1C	10	-2.0	5	1	92	nt	-2	3.5	1	0.0	-1.8
Cc1cccc(NC(=O)CN2C(=O)S/C(=C\c3cccn3-c3cccc(C(=O)O)c3)C2=O)c1	16	-3.2	4	-12	94	-11	-1	2.8	-2	-2.4	-0.2
COc1ccc2c(c1)c1ncn(CC3CCCO3)c(=O)c1n2C (stereo unspecified)	13	-2.6	0	-14	111	-19	9	-1.5	-8	1.9	1.7
COc1ccc(-c2nnc(NC(=O)c3ccccc3C)o2)cc1	-3	0.5	-3	30	134	17	1	-4.5	-6	-5.5	0.9
C[C@@H]1CC=C[C@H]2[C@H]1C(=O)N(Cc1ccccc1)[C@H]2c1cccc([N+](=O)[O-])c1	-17	3.0	-39	-19	97	6	13	0.8	0	2.1	1.9
Cn1c(=N)n(CC(O)c2cccs2)c2ccccc21 (stereo unspecified)	14	-2.8	-29	-2	104	-5	0	4.7	3	-1.2	4.5
O=C1NC(NS(=O)(=O)c2ccc(Cl)cc2)(C(F)(F)F)C(=O)N1c1ccccc1 (stereo unspecified)	9	-1.7	0	-8	96	-54	0	2.8	-3	-1.0	3.8
Cc1ccc(S(=O)(=O)N2CCN(C(=O)N3CCOCC3)CC2)c(C)c1	-14	3.0	0	-15	107	-7	0	-0.7	-5	0.4	2.2
